Compound activity deposited in PubChem BioAssay by National Center for Advancing Translational Sciences (NCATS).
Tb PFK block: blocks T. brucei phosphofructokinase. T. brucei PFK, ADP-Glo luminescence. Potency, µM (top dose mostly 57.5 µM), for the others: at the highest dose activity, negative = inhibition, hits mostly inhibitors. 330,000 tested, 0.17% active. AID 485367;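 also: potency is read from the fitted curve at half-maximal effect; 0% = uninhibited 1x PFK enzyme wells and -100% = no-enzyme wells; nearly all actives have a fitted effect of over 60% in size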
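ADP-Glo luminescence quantified ADP after 45 min at room temperature, with 1.25 nM T. brucei PFK, 0.1 mM ATP and 0.5 mM fructose-6-phosphate in pH 8.0 TEA buffer. qHTS titrations up to 57 µM; curves classified by quality.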
USP2a inh: blocks human ubiquitin-specific protease USP2a; Potency, µM (doses to about 38.3 µM), for the others: top-dose activity change, negative = inhibition, usual class: inhibitors; 330,000 tested, 0.01% active; USP2 core, Ub-CHOP2 coupled fluorogenic reporter, 485/531;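 also: potency is read from the fitted curve at half-maximal effect; plate controls were DMSO wells for no effect and full inhibition by NEM control for full effect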
Target sequence (O75604 whole entry, looked up): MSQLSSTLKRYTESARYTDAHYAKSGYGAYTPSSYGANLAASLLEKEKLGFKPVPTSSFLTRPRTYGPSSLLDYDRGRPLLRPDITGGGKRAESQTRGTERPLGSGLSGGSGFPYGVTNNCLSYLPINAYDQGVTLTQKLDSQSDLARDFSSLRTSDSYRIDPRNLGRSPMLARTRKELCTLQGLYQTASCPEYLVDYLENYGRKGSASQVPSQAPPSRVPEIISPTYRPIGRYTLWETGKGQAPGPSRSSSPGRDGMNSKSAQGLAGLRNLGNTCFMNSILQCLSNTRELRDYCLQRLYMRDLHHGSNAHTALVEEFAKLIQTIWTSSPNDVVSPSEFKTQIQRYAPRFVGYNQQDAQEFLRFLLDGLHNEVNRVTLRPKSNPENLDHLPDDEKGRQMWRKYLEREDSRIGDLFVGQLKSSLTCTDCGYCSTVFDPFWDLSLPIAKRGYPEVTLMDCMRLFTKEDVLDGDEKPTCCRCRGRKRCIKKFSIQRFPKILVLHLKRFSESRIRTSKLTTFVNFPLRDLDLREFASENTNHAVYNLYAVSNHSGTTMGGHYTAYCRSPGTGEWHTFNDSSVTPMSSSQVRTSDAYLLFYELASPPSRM
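Deubiquitinase activity read as fluorescence (485/531 nm) after Ub-CHOP2 cleavage activates the enterokinase reporter on its substrate; USP2 core 10nM, Ub-CHOP2 and substrate 25nM each, 30min compound preincubation then 60min RT; data normalized to NEM, curves fitted.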
uPA generation: inhibitors of cell surface uPA generation; cell surface uPA generation assay, qHTS; Potency, µM (doses to about 38.3 µM), for inactives: top-dose activity change, negative = inhibition, actives largely listed as inhibitors; 330,000 tested, 0.31% active; active = well fitted inhibition curve with a large enough effect; inconclusive = small, poorly fitted or top-dose-only effect; inactive = no such curve, though single readings can be large or run the other way; tested in mouse RAW 264.7 cells; also: potency is read from the fitted curve at half-maximal effect; % is scaled to controls: 0 for no effect and ±100 for the full control effect; nearly all actives have a fitted effect of over 55% in size
TSHR antag: antagonists of human thyroid stimulating hormone receptor; activity change, negative = inhibition, % at 11.5 µM; 330,000 tested, 0.2% active; P16473; AID 504810; TSHR-expressing cells, TSH-stimulated cAMP HTRF, 2 h; stronger effect = lower value;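 active = activity change below a set negative limit, meaning inhibition stronger than a set level, cut at about -70% in these data; inconclusive = activity change between two set negative limits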; also: % is scaled to controls: 0 for no effect and ±100 for the full control effect
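Read-out is FRET at 665 nm (cryptate excitation 337 nm) from a cryptate-tagged anti-cAMP antibody, competed by cell cAMP against cAMP-d2. Compounds are tested on freshly harvested TSHR cells challenged with 4nM TSH (EC80) for 2 hours at 37 deg C.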
ELG1 DNA repair: ELG1-dependent DNA repair inhibition; 330,000 tested, 2.3% active; AID 504467; Potency, µM (doses to about 46.1 µM), for inactives: at the top dose activity change, negative = inhibition, usual class: inhibitors; HEK293T ELG1-luciferase reporter, luminescence, 16 h; DNA damage induced by 5-fluorouridine; also: potency is read from the fitted curve at half-maximal effect; % is scaled to controls: 0 for no effect and ±100 for the full control effect; nearly all actives have a fitted effect of over 55% in size
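DMSO vehicle served as the neutral condition. Each well held 2,000 cells given 5-fluorouridine plus compound; after 16 hr at 37 °C/5% CO2, ONE-Glo was added and luciferase measured 30 min later.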
Eya2 inh: blocks the phosphatase activity of human Eya2 | O00167 | 330,000 tested, 0.006% active | AID 488837 | recombinant Eya2, OMFP fluorescence dephosphorylation (OMFP is methylfluorescein phosphate) | Potency, µM (top dose mostly 76.9 µM), inactives show at the top dose activity, negative = inhibition, hits mostly inhibitors; also: potency is read from the fitted curve at half-maximal effect; % is scaled to controls: 0 for no effect and ±100 for the full control effect
Target sequence (O00167 whole entry, looked up): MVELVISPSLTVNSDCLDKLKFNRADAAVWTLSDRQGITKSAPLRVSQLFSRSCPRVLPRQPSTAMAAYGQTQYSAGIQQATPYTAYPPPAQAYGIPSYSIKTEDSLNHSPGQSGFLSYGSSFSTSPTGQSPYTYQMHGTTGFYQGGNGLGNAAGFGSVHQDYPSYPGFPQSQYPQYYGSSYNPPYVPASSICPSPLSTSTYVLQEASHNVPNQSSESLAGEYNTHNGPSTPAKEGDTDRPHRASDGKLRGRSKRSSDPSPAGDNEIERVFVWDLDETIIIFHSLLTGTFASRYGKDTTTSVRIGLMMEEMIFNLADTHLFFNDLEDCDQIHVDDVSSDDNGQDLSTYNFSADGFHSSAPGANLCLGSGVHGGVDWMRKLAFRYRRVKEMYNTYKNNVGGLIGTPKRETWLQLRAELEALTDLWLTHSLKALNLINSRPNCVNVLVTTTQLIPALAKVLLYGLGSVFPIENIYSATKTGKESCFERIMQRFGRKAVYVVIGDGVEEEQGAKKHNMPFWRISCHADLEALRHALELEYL
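Eya2 protein (added as 0.2 uM solution) was preincubated with compound for 10 min at ambient temperature in 50 mM HEPES pH 7.5, 50 mM NaCl, 5 uM MgCl2, 0.05% BSA, 1 mM DTT. OMFP (added at 50 uM) then reacted 10 min; fluorescence read at 485/525 nm.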
BCR signal inh: blocks chronic active B-cell receptor signaling. ABC-DLBCL IkBa-CBG/CBR reporter, luminescence ratio, 4 h. Potency, µM (highest dose often 46.1 µM), for the others: top-dose ratio change, negative = lower green/red ratio, hits mostly inhibitors. 340,000 tested, 0.05% active. AID 493014; active = well fitted inhibition curve with a large enough effect in the signal ratio, with a control signal flat, not every such curve was filed as active; inconclusive = small, poorly fitted or top-dose-only effect, or effect the other way, or a change in a side signal; the % refers to the signal ratio;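 also: potency is read from the fitted curve at half-maximal effect; plate controls were basal doxycycline-induced cells for no effect and cells given 10 µM MG132 for full effect; MG132 reads +100%, hits lower the ratio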
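Concentration-response series (up to 46 uM) were applied to TMD8 dual-reporter cells for 4 h at 37C with doxycycline. Green/red ratio, after filter-overlap correction, defined %Activity; red signal alone was normalised to basal cells and zero luminescence.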
Mito fusion act: blocks mitochondrial division or promotes mitochondrial fusion; S. cerevisiae fusion-defective mutant growth rescue, CellTiterGlo 48 h; Potency, µM (top dose mostly 46.1 µM), without a hit: at the top dose growth rescue (activation), hits mostly activators; 320,000 tested, 0.23% active; AID 485298;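 also: potency is read from the fitted curve at half-maximal effect; % of control where 0% means no effect; nearly all actives have a fitted effect of over 45% in size; temperature-sensitive fusion mutants such as fzo1-1 at 37 °C on non-fermentable ethanol glycerol medium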
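Luminescent cell viability in 1536-well qHTS format served as the measure of rescued growth in ts fusion-mutant S. cerevisiae cultured on non-fermentable YPEG for 48 hours at 37C.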
B2AR arrestin: beta2AR (human) beta-arrestin recruitment activity; P07550; beta-arrestin recruitment to beta2AR, cell-based reporter; Potency, µM (doses to about 46.1 µM), for the others: at the top dose activation, most hits filed as activators; 330,000 tested, 0.02% active; AID 492947;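 also: potency is read from the fitted curve at half-maximal effect; 0% = DMSO controls and full agonism = EC100 isoproterenol or metaproterenol; nearly all actives have a fitted effect of over 65% in size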
TCR activator: T cell receptor activation; primary human leukocytes, anti-CD3, IL-2 HTRF, 48 h; Potency, µM (doses to about 9.22 µM), for the others: at the top dose activation of IL-2 secretion, most hits filed as activators; 330,000 tested, under 10 active; AID 504894; also: % of control where 0% means no effect
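HTRF read-out of IL-2 secretion: europium cryptate donor excited at 320nm, d2 acceptor emission at 665nm. Cells were primary human leukocytes incubated 48 hr with compounds and a-CD3 beads, supplying TCR signal only.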
TSG101-PTAP inh: blocks PTAP/TSG101 interaction to inhibit HIV-1 budding | Q99816 | Fluorescence polarization, FITC-PTAP peptide / Tsg101 binding | Potency, µM (series often up to 115 µM), for inactives: top-dose activity change, negative = inhibition, hits mostly inhibitors | 340,000 tested, under 10 active; active = well fitted inhibition curve with a large enough effect in the main read-out, with a control signal flat, not every such curve was filed as active; inconclusive = small, poorly fitted or top-dose-only effect, or effect the other way, or a change in a side signal; inactive = no such curve, though single readings can be large or run the other way; also: potency is read from the fitted curve at half-maximal effect; % of control where 0% means no effect
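Fluorescence anisotropy tracks displacement of a FITC-tagged PTAP peptide (50 nM) from the Tsg101 binding domain (10 uM), following a 20 min room-temperature incubation at pH 7.5.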
* marks the source's active call; other numbers are inactive results; ? = inconclusive; . = no result given; [ ] = dose if it differs, or a comment. Unless noted, calls follow the shape of the dose curve; as a rule, active = well fitted curve in the direction sought with a large enough effect; inconclusive = small, poorly fitted or top-dose-only effect, or another doubt; inactive = no such curve, though single readings can be large; an effect the other way counts as inactive or inconclusive. Hits appear at their usual frequency (roughly 3% active in at least one column).

SMILES | Tb PFK block | USP2a inh | uPA generation | TSHR antag | ELG1 DNA repair | Eya2 inh | BCR signal inh | Mito fusion act | B2AR arrestin | TCR activator | TSG101-PTAP inh
CSc1ccccc1C(=O)NC1CCCc2ccccc21 (configuration not stated) | -2% | 2% | -1% | -6 | 9% | -7% | -1% | -73%[inhibitor] | -0.2% | -4% | -1%
Cc1cc(SCc2ccc(Cl)cc2Cl)nc(=O)[nH]1 | 2% | -2% | ? | -13 | -16% | -2% | -5% | 27% | -0.5% | -1% | -5%
COc1ccc(C(=O)NC2CCN(S(=O)(=O)c3ccc(C)cc3)CC2)cc1 | 1% | 2% | 0% | 1 | 7% | 0% | 3% | 0% | 0.0% | 5% | -1%
C=C1C[C@H](O)[C@@H]2[C@H](OC(=O)[C@H]2C)[C@H]2[C@H](C)[C@@H](O)C[C@@H]12 | 2% | 3% | 7% | 14 | 10% | 3% | 1% | -1% | 0.0% | 2% | .
Cc1ccc(S(=O)(=O)NCC(=O)N(CC(=O)NCc2ccco2)Cc2ccc(F)cc2)cc1 | 5% | 3% | -2% | 7 | 12% | 14% | 3% | -11% | 0.1% | 4% | 1%
Cc1cccc(NC(=O)CN(CC2CCCO2)C(=O)c2cc(S(=O)(=O)N(C)C)ccc2F)c1C (configuration not stated) | 2% | -2% | -1% | 5 | 0% | 0% | -4% | . | 0.2% | 0%[46.1 µM] | -7%
O=C(O)c1oc2ccccc2c1CSc1ccc(Cl)cc1 | 0% | -8% | 3% | -16 | -3% | -15% | ? | 14% | -0.9% | 2% | -3%
COc1ccc(-c2[nH]ncc2CN2CCC(c3ccncc3)CC2)cc1F | 2% | 1% | -1% | 5 | -6% | -17% | -1% | 2% | -0.2% | 6% | 0%
COc1ccc(N2CCN(C(=O)COC(=O)COc3ccc(C#N)cc3)CC2)cc1 | 3% | 1% | 3% | -6 | -1% | -5% | -7% | -2% | -0.1% | -7% | 2%
COc1ccc(N2C(=O)CC2(C#N)c2ccc(OCc3ccccc3)cc2)cc1 (configuration not stated) | -5% | -5% | -4% | -21 | 4% | 2% | 4% | ? | -0.2% | 3%[46.1 µM] | -1%
CC(C)N1CC(COc2ccc(Br)cc2)OC1=O (configuration not stated) | 5% | 2% | -1% | 0 | -2% | -3% | -1% | -9% | -1.0% | 1% | -3%
C=CCSc1nc2sc(-c3ccccc3)cc2c(=O)n1N | -3% | -2% | 1% | -7 | 23% | -36% | 5% | 3% | -0.9% | 5% | 3%
c1ccc(CN2CCN(C(c3ccccc3)c3nnnn3Cc3ccccc3)CC2)cc1 (configuration not stated) | -7% | 0% | -3% | -7 | ? | -5% | -3% | -2% | -0.3% | -8%[46.1 µM] | 0%
CN1c2ccccc2C(C)(C)C12C=Nc1c(cc(N3CCOCC3)c3ccccc13)O2 (configuration not stated) | -8% | -1% | -6% | 30 | -4% | -2% | ? | -6% | -0.9% | 1% | 0%
O=C(c1cccc(NS(=O)(=O)c2cccc(F)c2)c1)N1CCN(c2ccccc2)CC1 | -9% | 0% | -3% | -13 | -5% | 5% | 1% | -3% | -0.3% | 2%[46.1 µM] | 3%
CC(=O)Nc1ccc(CCc2nc3ccccc3[nH]2)cc1 | -6% | 1% | -1% | 12 | ? | -11% | 0% | -2% | -1.0% | 1% | 1%
CC(=O)c1cccc(S(=O)(=O)N2CCC(C(=O)O)CC2)c1 | 2% | 0% | 1% | -5 | 3% | -2% | 2% | 7% | 0.2% | -8% | 0%
COc1ccc(N2C(=O)C(CC(=O)Nc3ccccc3)N(Cc3ccc4c(c3)OCO4)C2=O)cc1 (configuration not stated) | 1% | -3% | 3% | 33 | ? | -4% | -14% | 3% | -0.5% | . | .
CCOC(=O)CCC(=O)Nc1ccc(S(=O)(=O)N2CCCCC2)cc1 | -2% | -4% | 6% | 10 | 1% | -5% | -12% | 6% | -0.8% | 3% | -1%
Cn1c(NNC(=O)c2ccccc2F)cc(=O)n(C)c1=O | 0% | 1% | -1% | 3 | 0% | -1% | ? | 0% | 0.1% | -1% | -4%
Oc1ccc(N2CCN(c3nc(-c4cccs4)nc4ccccc34)CC2)cc1 | ? | -8% | -5% | 14 | ? | -4% | ? | 2% | 0.4% | -2% | 0%
O=C(Nc1nc(-c2ccc(Cl)cc2)cs1)C1=COCCO1 | 0% | -2% | 0% | -4 | ? | 13% | 14% | 14% | -2.9% | -15% | 0%
CN(C)CCCN1C(=O)CSC1c1ccc([N+](=O)[O-])cc1 (configuration not stated) | 0% | 4% | 5% | 2 | -1% | 14% | -1% | -1% | -0.7% | 7% | -2%
CN(C)c1cccc(C(=O)N2CCCC(CCC(=O)N3CCN(c4ccccn4)CC3)C2)c1 (configuration not stated) | -6% | -2% | -1% | 1 | -16% | -1% | 5% | -1% | 0.2% | -2% | 0%
CCN(CC)c1ncc(C)c(=O)[nH]1 | 3% | 2% | 3% | 6 | 29% | -1% | 4% | 0% | -0.6% | 0% | -2%
COc1ccc(C(=O)NCCS(=O)(=O)NCc2ccc(F)cc2)cc1 | 0% | 1% | 1% | 13 | 18% | -22% | 0% | 4% | 0.3% | 6% | -1%
CCOC(=O)c1ccc(-c2c(-c3ccc4c(c3)OCO4)noc2C)cc1F | 3% | 1% | ? | -3 | -12% | -3% | 10% | -10% | -0.7% | -2% | .
Cn1cccc1-c1cc(C(=O)O)[nH]n1 | 1% | -6% | 2% | 14 | 22% | 6% | -1% | 1% | 0.2% | -2% | -2%
CCn1nc(C)c(NC(=O)/C=C/c2ccc(OC)c(COc3ccc(Br)cc3)c2)c1C | 8% | 2% | 0% | -45 | 6.5µM* | 6% | ? | 5% | 0.2% | -2%[46.1 µM] | 1%
O=C(NCC(c1ccco1)N1CCc2ccccc2C1)c1ccc(Cl)c([N+](=O)[O-])c1 (configuration not stated) | 0% | -1% | -19% | -13 | -16% | -4% | ? | 1% | 0.0% | 7% | -3%
O=C1NN(c2ccccc2)C(=O)/C1=C/c1coc2ccccc2c1=O | 10% | -3% | -1% | 5 | ? | -1% | ? | -1% | 8.1% | 2%[46.1 µM] | 0%
CCN(CC(=O)Nc1ccccc1OC)C(=O)c1ccccc1Sc1ccccc1C#N | 0% | -1% | 1% | 5 | -20% | 8% | -6% | 12% | -0.3% | . | -5%
COCCNC(=O)c1ccc(NS(=O)(=O)c2ccc3[nH]c(=O)[nH]c3c2)cc1 | 2% | -1% | 0% | 46 | 11% | 5% | -1% | 4% | -0.6% | 6% | -1%
CCOC(=O)c1cnc(SC)nc1Sc1ccc(Cl)cc1Cl | -3% | 0% | 0% | -13 | -6% | -5% | -2% | 17% | 0.3% | -6% | -4%
CCCOC(=O)CCCC[C@H]1SC[C@@H](NC(=O)OC)[C@H]1NC(=O)OC | 2% | 0% | 2% | -10 | -28% | -11% | -2% | -2% | -0.2% | 2%[46.1 µM] | -3%
Cn1ccnc1C(O)c1ccc(OCc2ccccc2)cc1 (configuration not stated) | -2% | 1% | -4% | -2 | ? | 16% | ? | -2% | 0.0% | -177% | -5%
COc1ccc(C2(c3ccc(OC)cc3)NC(=O)N(CC(=O)N(C)C3CCC(C)CC3)C2=O)cc1 (configuration not stated) | -4% | 1% | -7% | -6 | -12% | 7% | -1% | 0% | -1.2% | 1% | 3%
O=C(C1CC1)N1CCc2sccc2C1c1ccc(Cl)cc1 (configuration not stated) | 1% | 12% | -3% | -16 | ? | 7% | ? | 1% | -0.2% | -1% | -5%
COc1cc(/C=N\n2cnnc2)ccc1OCC(=O)Nc1ccc(C)cc1 | -5% | 0% | 1% | -11 | 0% | -15% | -2% | 0% | 0.3% | 1% | -1%
O=C(O)[C@H]1CCCC[C@H]1C(=O)Nc1ccc(S(=O)(=O)N2CCCCC2)cc1 | -6% | -6% | 3% | 14 | 2% | 5% | 8% | 6% | 0.2% | -19% | 0%
CCOc1ccc(NS(=O)(=O)c2ccc(C(=O)NCC(c3ccco3)N(C)C)cc2)cc1 (configuration not stated) | -2% | 1% | -24% | 7 | 18% | ? | -5% | 1% | -0.4% | 8% | -2%
